Screens (PubChem BioAssay)
thrombin 1536 – inhibitors of human thrombin; alpha-thrombin, Boc-VPR-AMC fluorogenic substrate cleavage; P00734; 220,000 tested, 0.26% active; inhibition, % at 5 µM;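 active = inhibition at or above 40%; inactive = inhibition below 40%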;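 also: 0% = enzyme with no compound and 100% = wells without enzyme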
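Material: Human alpha-thrombin protein | Buffer or medium: pH 7.5 Tris-saline with Tween 20 | Reagent: Boc-VPR-AMC substrate, 15 µM final | Schedule: Reaction at ambient temperature | Detection: AMC fluorescence at 355 nm excitation and 460 nm emission | Evaluation: Percent inhibition scaled between no-compound controls and no-enzyme blanks | Controls: no-compound enzyme wells and no-enzyme blanks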
FXIIa inh 1536 – blocks human coagulation factor XIIa protease activity | P00748 | purified FXIIa, Boc-QGR-AMC fluorogenic substrate, 2 h | inhibition, % at 5 µM | 220,000 tested, 0.3% active | AID 800; in the data active = inhibition above about 40%;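 also: 0% = enzyme with no compound and 100% = blank without enzyme; many of its hits are not listed in these tables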
Target sequence (P00748 20-372 limits assumed): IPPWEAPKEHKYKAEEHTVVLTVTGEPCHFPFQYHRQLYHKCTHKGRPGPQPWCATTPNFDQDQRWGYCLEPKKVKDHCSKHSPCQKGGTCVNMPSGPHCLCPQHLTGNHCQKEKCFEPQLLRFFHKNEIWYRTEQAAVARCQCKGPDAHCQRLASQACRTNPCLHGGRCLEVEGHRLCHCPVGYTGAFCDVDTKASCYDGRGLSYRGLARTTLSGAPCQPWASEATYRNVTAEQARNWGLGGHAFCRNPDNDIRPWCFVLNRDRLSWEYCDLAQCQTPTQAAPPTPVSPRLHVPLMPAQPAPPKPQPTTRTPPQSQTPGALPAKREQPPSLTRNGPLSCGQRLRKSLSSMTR
Target sequence (P00748 373-615 limits assumed): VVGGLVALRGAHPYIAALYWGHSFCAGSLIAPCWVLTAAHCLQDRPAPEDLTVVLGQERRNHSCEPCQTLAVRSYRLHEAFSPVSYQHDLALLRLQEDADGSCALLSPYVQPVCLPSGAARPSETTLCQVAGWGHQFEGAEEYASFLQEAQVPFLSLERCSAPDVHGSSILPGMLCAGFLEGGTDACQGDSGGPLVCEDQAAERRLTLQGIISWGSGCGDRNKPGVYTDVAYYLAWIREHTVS
Rad51 HR inh – Rad51 (human) homologous recombination inhibition | Q06609 | hRad51 DNA strand exchange, fluorescence dequenching | inhibition, % at 10 µM | 200,000 tested, 0.085% active | AID 1385;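 active = inhibition above 40% at the single screening dose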;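 also: 0% = DMSO control wells and 100% = blanks with heterologous ssDNA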
Target sequence (Q06609 whole entry, looked up): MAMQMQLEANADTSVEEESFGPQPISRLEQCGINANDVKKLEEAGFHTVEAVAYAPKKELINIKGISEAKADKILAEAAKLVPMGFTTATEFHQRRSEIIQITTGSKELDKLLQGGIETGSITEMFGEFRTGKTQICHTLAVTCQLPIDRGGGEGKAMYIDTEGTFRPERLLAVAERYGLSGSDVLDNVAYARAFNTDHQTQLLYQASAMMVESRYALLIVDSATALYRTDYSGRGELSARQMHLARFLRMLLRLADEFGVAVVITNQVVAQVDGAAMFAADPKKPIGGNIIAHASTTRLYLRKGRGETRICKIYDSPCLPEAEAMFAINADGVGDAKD
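Material: hRad51 filaments on single-stranded DNA; Reagent: Donor/quencher-labelled 47-bp dsDNA substrate; Compound: 10 µM final, single point; Schedule: 37 °C 15-min filament assembly, 30-min compound preincubation, 15-min exchange; Technique: FRET fluorescence, excitation 485 nm, emission 520 nm; Benchmarks: control wells and blank wells on each plate.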
Hck-Nef inh – human Hck-Nef kinase inhibition; Recombinant Hck-YEEI plus Nef, Z-Lyte FRET kinase assay; inhibition, % at 20 µM; 220,000 tested, 0.68% active; AID 463187;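 active = Hck-Nef kinase inhibition above about 50%, limit read from the data; inactive = inhibition below that limit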;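 also: 0% = DMSO with Hck plus Nef and 100% = Hck alone without Nef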
TNF necrop inh – TNF-alpha cell death inhibition in Jurkat FADD-/- cells; 220,000 tested, 0.068% active; Jurkat FADD-/- TNF necroptosis rescue, ATP luminescence, 24 h; 0 = TNF only, 100 = no-TNF cells; activation (protection from cell death), % at 10 µM;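 active = activation, meaning protection from cell death, of at least 50% relative to plate controls; inactive = activation below 50%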;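 also: necroptosis triggered by 40 ng/mL TNF-alpha added together with compound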
Cl transport mod – modulates chloride dependent transport by human KCC2. 190,000 tested, 2.2% active. Q9H2X9. B-score of Tl+ flux slope (higher = more flux/activation; lower = inhibition) at 10 µM. KCC2 cells, thallium flux FluoZin-2 fluorescence;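 active = thallium flux slope and its plate-corrected score both differing from the plate sample mean at a set confidence after two filtering rounds, in either direction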;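 also: slope of fluorescence scaled to starting intensity during 10 to 20 s after thallium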
L929 necroptosis – blocks zVAD induced death of L929 cells; viability rescue, % at 10 µM; 220,000 tested, 0.38% active; L929 zVAD necroptosis rescue, ATP luminescence, 24 h; with zVAD 60 µM;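 active = activation, scaled between plate controls, above about 75%, limit read from the data; inactive = activation under that limit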;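 also: 0% = zVAD with DMSO and 100% = DMSO alone without zVAD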
FXIa inh 1536 – factor XIa (human) inhibition | P03951 | purified FXIa, Boc-Glu-Ala-Arg-AMC fluorogenic substrate | inhibition, % at 5 µM | 220,000 tested, 0.14% active | AID 798;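 active = inhibition of at least 40%; inactive = inhibition below 40%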;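 also: fluorescence of freed AMC excited at 355 nm; 0% = enzyme without compound and 100% = no enzyme blank; many of its hits are not listed in these tables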
KLK5 inh – blocks human kallikrein 5 protease activity; Q9Y337; recombinant hK5, fluorogenic AMC substrate cleavage; inhibition, % at 5 µM; 210,000 tested, 0.59% active;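 active = inhibition of 40% or more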;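 also: 0% = enzyme controls without compound and 100% = no-enzyme blanks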
* = called active by the depositor; · = no result given. Some of the compounds tested. The share of hits here may be higher or lower than overall.

Below each compound: thrombin 1536	FXIIa inh 1536	Rad51 HR inh	Hck-Nef inh	TNF necrop inh	Cl transport mod	L929 necroptosis	FXIa inh 1536	KLK5 inh
COc1c2c(nc3occc13)C(CC=C(C)C)(OC)C(=O)C=C2 (stereo not drawn)
    10	2	11	22	-0.1	1.9	1.2	-6	0
CCCc1ccc(-c2cc(C(=O)NN3CCOCC3)c3ccccc3n2)cc1
    2	17	0	0	-7.6	-0.17	0.0	4	1
Cc1cc(N2C(=O)C(O)=C(C(=O)c3cccs3)C2c2ccc(F)cc2)no1 (stereo not drawn)
    1	8	-1	2	-0.5	-4	0.9	-4	-6
CCc1nc2oc3ccccc3c(=O)c2c(=O)n1-c1ccc(C)cc1
    -6	10	-24	25	0.2	-1.4	1.3	-6	-9
CC1CC(C)CN(c2ncnc3c2cnn3C)C1 (stereo not drawn)
    -1	-7	0	6	0.5	0.12	2.5	2	-27
CC(=C/c1ccco1)/C=N/NC(=O)c1ccncc1
    -7	13	·	19	-0.7	0.35	-0.4	1	0
O=C(Cc1ccc(Cl)cc1)N/N=C/c1c(Cl)cccc1Cl
    -6	9	10	-2	-0.5	0.019	0.0	1	-12
C=CCN(CC=C)c1cnn(-c2nc3ccccc3[nH]2)c(=O)c1Cl
    3	19	·	7	-2.7	-0.64	-0.6	3	6
Cc1ccc(N/C(CSC(N)=O)=N\S(=O)(=O)c2ccc(C)cc2)cc1
    -2	22	1	1	-3.8	·	-0.3	20	-7
O=C(NCCc1cn2ccccc2n1)c1ccccc1F
    -2	6	4	2	-3.3	·	0.1	2	7
COc1cccc(-c2nc(N3CCN(c4ccccc4)CC3)c3ccccc3n2)c1O
    0	13	-7	2	-6.5	-0.8	-0.3	8	-19
Cc1cc(C(=O)Nc2c(F)cc(F)cc2Br)c(C)o1
    -12	5	3	4	0.3	·	1.7	-10	-9
CCc1c(C(=O)Nc2ccncc2)csc1C
    -9	-20	-5	8	-7.9	·	0.8	-7	-13
O=C(Nc1ccc(C(F)(F)F)cc1)c1ccccc1Br
    2	-2	-3	-13	1.6	-0.13	0.8	-4	-17
CCN(/C=N/c1sc2c(c1C#N)CC(C)(C)NC2(C)C)CC
    -4	2	3	0	2.2	·	0.5	-4	-2
COc1ccc(CC(=O)N2N=C(C)CC2(O)c2cccnc2)cc1 (stereo not drawn)
    -8	5	-3	4	0.4	-0.018	0.1	-6	-2
Cc1nnc(NC2=NCCC2)o1
    1	16	6	-1	0.8	·	1.4	2	5
N#C/C=C(/c1ccc(F)cc1)N1CCOCC1
    6	9	-4	21	-0.4	-0.7	0.8	6	4
CC(C)(C)OC(=O)N1CCC(C(=O)N2CCOCC2)CC1
    1	10	4	6	-0.6	0.14	1.1	0	-2
Oc1ccc(/C=N/Nc2cc(N3CCOCC3)nc(N3CCOCC3)n2)cc1O
    0	12	·	8	1.8	-0.46	66	9	-11
CC(=O)NC(Cc1cnc[nH]1)C(=O)O (stereo not drawn)
    -7	5	-5	-4	0.3	0.21	0.2	-19	2
Cc1ccc(C(=O)N2CCN(c3ccc(NC(=O)COc4ccccc4C)cc3)CC2)cc1
    -1	-1	10	9	-4.5	0.018	1.7	5	-22
CN(c1ccccc1)S(=O)(=O)c1cccc(NC(=O)Cn2cnc3ccccc3c2=O)c1
    -5	8	-7	-8	-1.9	-1.6	1.6	-2	-3
CC(=O)c1cccc(NC(=O)c2oc(C)nc2C)c1
    1	11	-6	5	0.6	·	2.3	3	4
S=c1[nH]cnc2sc(-c3ccccc3)cc12
    -8	8	16	32	-1.2	196*	0.1	2	-6
Cc1cc(C)cc(-n2c(SC(C)C(=O)NCc3ccc4c(c3)OCO4)nc3ccccc3c2=O)c1 (stereo not drawn)
    -7	8	-6	0	1.5	-0.055	0.8	8	13
Cc1cccc(N2CCN(CC(=O)NCC3CCCCC3)CC2)c1C
    -3	13	11	-1	1.7	0.2	1.1	2	-2
O=C(Nc1ccon1)c1ccc(N2CCCCC2)c([N+](=O)[O-])c1
    -2	6	·	3	2.1	-0.71	0.9	-6	8
CCOc1cccc2sc(N(CCCN(C)C)C(=O)c3ccc(S(=O)(=O)N(C)c4ccccc4)cc3)nc12
    -7	2	1	16	1.3	-0.082	-1.5	-7	-6
Cc1ccc(NC(=O)Cn2cnc3c(cnn3C(C)(C)C)c2=O)cc1
    0	16	-4	8	2.4	·	84*	1	14

A section taken from the entries so far:
Below each compound: thrombin 1536	FXIIa inh 1536	Rad51 HR inh	Hck-Nef inh	TNF necrop inh	Cl transport mod	L929 necroptosis	FXIa inh 1536	KLK5 inh
COc1c2c(nc3occc13)C(CC=C(C)C)(OC)C(=O)C=C2 (stereo not drawn)
    10	2	11	22	-0.1	1.9	1.2	-6	0
CCCc1ccc(-c2cc(C(=O)NN3CCOCC3)c3ccccc3n2)cc1
    2	17	0	0	-7.6	-0.17	0.0	4	1

6 entries from above, ordered by formula weight, falling:
Below each compound: thrombin 1536	FXIIa inh 1536	Rad51 HR inh	Hck-Nef inh	TNF necrop inh	Cl transport mod	L929 necroptosis	FXIa inh 1536	KLK5 inh
CCOc1cccc2sc(N(CCCN(C)C)C(=O)c3ccc(S(=O)(=O)N(C)c4ccccc4)cc3)nc12
    -7	2	1	16	1.3	-0.082	-1.5	-7	-6
O=C(Cc1ccc(Cl)cc1)N/N=C/c1c(Cl)cccc1Cl
    -6	9	10	-2	-0.5	0.019	0.0	1	-12
Cc1cc(C(=O)Nc2c(F)cc(F)cc2Br)c(C)o1
    -12	5	3	4	0.3	·	1.7	-10	-9
O=C(NCCc1cn2ccccc2n1)c1ccccc1F
    -2	6	4	2	-3.3	·	0.1	2	7
N#C/C=C(/c1ccc(F)cc1)N1CCOCC1
    6	9	-4	21	-0.4	-0.7	0.8	6	4
Cc1nnc(NC2=NCCC2)o1
    1	16	6	-1	0.8	·	1.4	2	5

Going on with the list:
Below each compound: thrombin 1536	FXIIa inh 1536	Rad51 HR inh	Hck-Nef inh	TNF necrop inh	Cl transport mod	L929 necroptosis	FXIa inh 1536	KLK5 inh
Cc1cccc(NC(=O)c2cc(Cl)sc2Cl)c1C
    -3	7	-4	3	-2.7	0.61	0.9	7	-7
CC(C)(C)c1ccccc1OCCN1CCCC1
    5	16	3	0	0.6	·	0.4	2	3
COc1cc(NC(=O)C(C)Oc2ccccc2)cc(OC)c1 (stereo not drawn)
    2	14	2	-16	1.5	-0.33	-0.3	21	-19
O=C(CSc1nnc(COc2ccc(Cl)cc2)o1)OC1CCCCC1
    -8	-5	-10	0	1.4	0.058	0.5	-7	-2
CN1C(=O)C(O)(CC(=O)c2ccc3c(c2)OCO3)c2ccccc21 (stereo not drawn)
    -3	-13	-5	1	-0.3	2	-0.1	1	-16
COC(=O)[C@H](C)NC(=O)Nc1ccccc1C(F)(F)F
    1	8	2	0	-4.9	·	-0.1	-3	1
Cc1ccc(NC(=S)NN(C)c2cc(C)nc(C)n2)cc1
    -6	4	-8	1	4.7	0.54	2.1	-10	0
COc1ccccc1C(O)(c1ccccc1)C(CN1CCOCC1)c1ccccc1 (stereo not drawn)
    -1	3	12	-29	0.7	-0.5	1.2	-3	-10
CS(=O)(=O)N1N=C(c2cccs2)CC1c1ccccc1 (stereo not drawn)
    -9	3	·	-16	-1.0	-0.067	-0.1	-2	-2
CCOC(=O)C1CCCN(c2c(N3CCN(C4CCCCC4)CC3)c(=O)c2=O)C1 (stereo not drawn)
    -3	20	-7	1	0.4	·	0.5	0	0
CCCCSc1nc2sc3c(c2c(=O)[nH]1)CCC3
    0	10	1	0	-0.9	0.8	0.3	0	-15
CONC(=O)c1cc(OCC(F)(F)F)ccc1OCC(F)(F)F
    -4	-2	6	0	-2.4	-0.082	0.2	-4	-1
CC(C)(C)C1(C)OC(=O)C(=Cc2ccc(OCC(=O)Nc3ccccc3)cc2)C(=O)O1 (stereo not drawn)
    2	7	·	4	1.9	-0.19	-0.2	6	-13
CCc1nnc(SCc2ccc(OC)c(Br)c2)n1N
    3	9	1	-10	2.0	0.01	0.8	4	-23
NC(=O)c1nsc(C(=O)N(CC(=O)NCc2ccc(F)cc2)Cc2ccco2)c1N
    23	21	17	4	-1.9	-0.17	-0.6	27	69*
C#CCOCCOCCOCCNc1nc(N2CCN(C(=O)Cn3cc(CCCN=C(N)N)nn3)CC2)nc(N2CCN(C(=O)[C@H]([C@@H](C)CC)n3cc(CCCN=C(N)N)nn3)CC2)n1
    13	19	·	-9	1.8	0.31	8.4	9	-2
C(=N\N=C\c1cccnc1)/c1cccnc1
    -6	10	14	1	0.3	0.84	-0.4	5	-4
CC(C)c1nc2sc(C(=O)O)c(N)c2c2c1CCCC2
    -17	4	·	-16	-0.2	0.2	1.0	4	-2
COc1ccc(C(=O)OCCN2CCOCC2)cc1
    -5	5	6	5	-1.0	0.14	-1.3	1	-5
O=C(N/C=N/OCc1cccc(C(F)(F)F)c1)N1OC[C@@H]2COc3ccc4ccccc4c3[C@@H]21
    ·	·	-3	-16	2.5	-0.58	-0.2	·	·
O=C(CCS(=O)(=O)c1cccc2nsnc12)NC1CCCCC1
    -3	9	-6	-1	-1.2	0.5	-0.5	-2	12
Cc1ccc(Nc2nnc(SCc3cc(=O)n4cc(C)ccc4n3)s2)cc1
    2	16	-6	3	0.5	-0.42	0.1	8	-9
O=C(NC1CCCCC1)NC1CCN(C(=S)NCc2ccco2)CC1
    -9	16	-4	1	-0.9	-0.085	0.3	2	-10
CCCCC(=O)Nc1ccc(NC(=S)NC(=O)CC(C)C)cc1OC
    -5	4	5	1	1.3	0.072	0.2	5	-15
O=C(O)CCc1nnc(SCC(=O)Nc2ccc(Cl)c(C(F)(F)F)c2)[nH]c1=O
    0	-3	0	32	1.8	0.28	1.1	1	-4
CCCCC1N2CC3([N+](=O)[O-])CN1CC([N+](=O)[O-])(C2)C3(C)C (stereo not drawn)
    -13	10	3	0	2.2	-0.54	4.8	2	-8
COc1ccc(CNS(=O)(=O)c2ccc3oc(C(=O)O)c(C)c3c2)cc1
    -3	1	2	1	-1.1	0.15	-0.1	-4	-19
COC(=O)Cc1c(O)ccn(Cc2ccccc2OC)c1=O
    3	13	-2	0	-9.9	-0.58	0.1	8	3
Cc1ccc(S(=O)(=O)C2(C(=O)Nc3cccc(F)c3)CC2)cc1
    0	4	-10	-3	1.6	0.15	2.6	6	-4
COc1ccc2nc(NC(=O)CN(c3ccc(C)cc3)S(=O)(=O)c3c(C)nn(C)c3C)sc2c1
    -6	9	1	1	2.3	·	6.7	-20	3
CCOC(=O)c1sc(NC(=O)c2ccc(C)s2)cc1C
    3	15	13	-2	-2.0	0.091	2.4	2	-28
N#CCSc1nnc(C2CCCCC2)n1-c1ccccc1
    2	14	-7	0	-4.3	-0.25	-0.1	2	-4
Cc1ccc(S(=O)(=O)NCCOc2nc(N3CCOCC3)nc(N3CCOCC3)n2)cc1
    4	9	-9	3	1.5	·	-0.1	7	2
